Source: PubChem BioAssay (several laboratories)
CF NFkB block: blocks PAF-induced NF-kB reporter in cystic fibrosis cells | 360,000 tested, 0.86% active | KKLEB NF-kB-GFP reporter, GFP fluorescence overnight | inhibition, % at 5 µM | AID 588850;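 active = at least 50% inhibition at 5 µM, scaled per plate between neutral and stimulator controls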;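 note: PAF is a Pseudomonas aeruginosa culture filtrate used as stimulus; plate controls were PAF-stimulated DMSO wells for no effect and unstimulated DMSO wells for full effect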
KKLEB tox: CF airway cell cytotoxicity counter-screen; 360,000 tested, 0.36% active; KKLEB CF airway cells viability, ATPlite luminescence, overnight; stronger effect = lower value; cells stimulated with P. aeruginosa culture filtrate; AID 602141; activity change (cytotoxicity), % at 5 µM;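 active = corrected activity change at or below -50% at 5 µM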
TRAIL sens C8: caspase-8 TRAIL sensitization; inhibition (viability loss, TRAIL sensitization), % at 10 µM; 360,000 tested, 1% active; NB7+C8 cells + TRAIL, ATPlite viability luminescence;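 active = compounds causing at least 50% loss of cell viability in the single-dose screen, relative to plate controls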
LMP1 NFkB inh: Epstein-Barr LMP1 NF-kappaB reporter inhibition. LMP1-induced NF-kappaB luciferase reporter cells, luminescence. 350,000 tested, 0.69% active. inhibition, % at 12.5 µM; in the data active = inhibition above about 41%;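 note: 0% = neutral control wells and 100% = reference inhibitor control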
NR2E3 ag-1: NR2E3 (human) agonism | Q9Y5X4 | GST-NR2E3/biotin-RetCOR TR-FRET, 1536-well | inhibition of corepressor binding, % at 4.78 µM | 320,000 tested, 0.12% active | AID 2300;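 active = percent inhibition above the cutoff of mean plus 3 SD of all tested compounds, set per screening campaign, cut at about 20% in these data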;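 note: 0% = DMSO wells and 100% = biotin wells as full block of FRET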
Target sequence (Q9Y5X4 whole entry, looked up): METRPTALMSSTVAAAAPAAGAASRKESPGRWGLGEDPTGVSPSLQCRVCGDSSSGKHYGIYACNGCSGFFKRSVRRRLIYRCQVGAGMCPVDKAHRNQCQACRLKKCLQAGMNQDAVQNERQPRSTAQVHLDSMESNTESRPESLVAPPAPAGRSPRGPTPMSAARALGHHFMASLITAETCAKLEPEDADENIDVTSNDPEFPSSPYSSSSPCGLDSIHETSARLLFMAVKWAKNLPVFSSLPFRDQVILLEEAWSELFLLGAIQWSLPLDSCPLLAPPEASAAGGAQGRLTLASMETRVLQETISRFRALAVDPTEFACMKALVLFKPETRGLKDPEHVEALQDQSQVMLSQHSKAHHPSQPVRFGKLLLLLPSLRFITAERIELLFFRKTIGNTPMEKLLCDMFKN
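system = GST-tagged NR2E3 plus biotinylated RetCOR corepressor | input = 1.35 nM GST-NR2E3 | also added = 7 nM biotin-RetCOR | schedule = 5 h incubation at 4 °C | measured by = TR-FRET with europium anti-GST and streptavidin-D2, 340 nm excitation | read-out = percent loss of FRET ratio relative to control wells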
Shn3 inh set2: Schnurri-3 reporter inhibition in Clone20 osteoblasts; Clone20 osteoblast Shn3 3'UTR firefly luciferase, 24 h; inhibition, % at 12.5 µM; 360,000 tested, 0.52% active; AID 588674;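 active = mean inhibition of at least 75% with every replicate also reaching 75%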;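 note: 0% = median of neutral control wells and 100% = pilot-screen positive control compound; some compounds past the cut are filed as inactive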
Peg3 promoter: reduces Peg3 promoter-driven luciferase expression in HeLa. inhibition, % at 20 µM. HeLa PEG-Prom luciferase reporter, luminescence, overnight. AID 588405. 360,000 tested, 1.7% active;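 active = inhibition of at least 50% at 20 µM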
NR2E3 ag-2: agonists of human NR2E3 nuclear receptor; inhibition of corepressor binding, % at 3.98 µM; 360,000 tested, 0.35% active; CHO-S Gal4-NCOR/VP16-NR2E3 two-hybrid, luciferase; AID 602229;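 active = inhibition above the mean of all tested compounds plus 3 SD, cut at about 70% in these data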;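 note: 0% = DMSO with NR2E3 transfected cells and 100% = cells lacking NR2E3 construct; higher means lower luciferase signal from less NR2E3 corepressor binding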
iPSC survival up: increases survival of single human iPS cells | hiPSC single-cell survival, ATPlite luminescence; 100% = ROCK inhibitor wells, 0% = DMSO | survival enhancement, % at 20 µM | 360,000 tested, 0.044% active | AID 602274; in the data active = survival enhancement above about 18%;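 note: cells exposed to compounds for 16 hours before the ATP read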
HIF-2a block: inhibitors of HIF-2a. 786-0 RCC cells HIF-2a reporter, luciferase luminescence, overnight. inhibition, % at 18.8 µM. 360,000 tested, 0.72% active. AID 624352;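 active = inhibition of the luminescence signal of 40% or more relative to plate controls, in a single-dose primary screen at 18.75 µM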
MITF TRPM1 inh: reduces MITF-dependent TRPM1 promoter luciferase signal | SK-MEL-5 TRPM1 promoter luciferase, 24 h | 330,000 tested, 0.83% active | inhibition, % at 12.5 µM;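 active = mean inhibition across replicates of 60% or more, whatever share of single replicates reaches that level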; note: values of inactives mirror those of a sister screen read the other way
The depositor's hits bear a star; . = no result given.

#1 COCCSc1ccccc1C(=O)Nc1ccc(S(=O)(=O)N2CCOCC2)cc1
#2 O=[N+]([O-])c1cc2oc3c(c2c(C=NCc2ccncc2)c1O)CCCC3
#3 CC(NC(=O)COC(=O)c1cc(=O)c2ccccc2o1)c1ccccc1 (configuration not stated)
#4 N#C/C(=C\c1ccc(-c2cccc([N+](=O)[O-])c2)o1)C(=O)Nc1nc(-c2cccs2)cs1
#5 COCc1cc(C)nc2sc(C(=O)Nc3ccccc3OC)c(N)c12
screen / no.,1,2,3,4,5
CF NFkB block,-12,8,-14,2,5
KKLEB tox,-1,7,-18,1,-5
TRAIL sens C8,-6,-15,-14,7,5
LMP1 NFkB inh,17,-15,3,3,-18
NR2E3 ag-1,.,.,.,1,1
Shn3 inh set2,13,-7,-21,.,-34
Peg3 promoter,7,-5,-5,-6,-52
NR2E3 ag-2,-2,-9,8,-1,-10
iPSC survival up,-0.4,0.6,2.2,0.0,0.2
HIF-2a block,14,19,8,-33,-56
MITF TRPM1 inh,-2,12,-4,13,-25

#6 COc1ccc(Cl)cc1-c1nc(SCC(=O)NCC2CCCO2)n[nH]1 (configuration not stated)
#7 COc1ccc(C(=O)NCCS(=O)(=O)NC(C)c2ccccc2)cc1 (configuration not stated)
#8 Cc1nc2ccc(S(=O)(=O)Nc3ccc(-c4nc5cccnc5s4)cc3)cc2s1
#9 O=C(CCC(=O)c1cccs1)NCC(c1ccc(F)cc1)N1CCOCC1 (configuration not stated)
#10 COC(=O)N/N=C/c1cc(Cl)c(OCc2ccc(F)cc2)c(OC)c1
screen / no.,6,7,8,9,10
CF NFkB block,14,2,16,16,18
KKLEB tox,-10,-5,1,-19,-16
TRAIL sens C8,2,8,3,-3,13
LMP1 NFkB inh,-3,-4,-21,-4,-3
NR2E3 ag-1,5,1,8,3,0
Shn3 inh set2,0,-8,-30,7,-3
Peg3 promoter,8,5,-101,10,6
NR2E3 ag-2,-11,-22,-8,-4,7
iPSC survival up,-0.5,-0.5,1.4,-0.1,1.9
HIF-2a block,-3,6,-163,1,17
MITF TRPM1 inh,6,6,.,-1,3

#11 Cc1ccc(C2=N/C(=C\c3cccnc3)C(=O)O2)cc1
#12 N/C(=N/O)c1nc(N2CCCCC2)nc(N2CCCCC2)n1
#13 O=C(N1CCOCC1)N1CCN(Cc2ccccc2)CC1
#14 COc1ccc(/C=N/NC(=O)c2c(C)nc3ccc(Br)cn23)cc1OC
#15 Cc1occc1C(=O)NNC(=S)Nc1cccc([N+](=O)[O-])c1
screen / no.,11,12,13,14,15
CF NFkB block,7,28,-4,17,-1
KKLEB tox,-14,-26,3,-18,-6
TRAIL sens C8,-7,44,-3,14,13
LMP1 NFkB inh,-6,2,3,-17,-6
NR2E3 ag-1,-1,-1,2,-1,2
Shn3 inh set2,11,0,-10,-6,-24
Peg3 promoter,14,17,4,22,-56
NR2E3 ag-2,-1,17,-27,5,-49
iPSC survival up,5.3,4.4,-1.3,-0.6,-3.3
HIF-2a block,9,16,1,19,-107
MITF TRPM1 inh,16,10,-3,6,-12

#16 Cc1ccc(C)c(S(=O)(=O)NC2CCS(=O)(=O)C2)c1 (configuration not stated)
#17 CCOC(=O)c1c(NC(=O)CSc2ncccn2)sc(C(=O)NC)c1C
#18 N#Cc1ccc(NC(=S)NCCN2CCOCC2)cc1
#19 C=CCN(c1ccccc1)S(=O)(=O)c1cccc(C(=O)NNC(=O)c2ccccc2O)c1
#20 O=C(Cn1cnc2cc([N+](=O)[O-])ccc2c1=O)Nc1ccccc1-c1ccccc1
screen / no.,16,17,18,19,20
CF NFkB block,-2,-6,5,-6,-24
KKLEB tox,17,-2,7,-21,-3
TRAIL sens C8,-12,-8,-2,11,-9
LMP1 NFkB inh,-2,6,-2,2,4
NR2E3 ag-1,0,0,4,5,-1
Shn3 inh set2,0,36,-5,37,6
Peg3 promoter,-8,10,20,7,-7
NR2E3 ag-2,-17,-6,7,5,5
iPSC survival up,0.3,-0.1,0.1,2.8,0.4
HIF-2a block,3,0,11,4,4
MITF TRPM1 inh,5,10,-5,23,18

#21 CC1=C(C(=O)Nc2ccc(C)cc2)C(c2cccs2)NC(=S)N1 (configuration not stated)
#22 C(=N\Nc1nccc(-c2cccnc2)n1)/c1ccccc1
#23 COc1ccc(CCN(Cc2ccccn2)C(=S)Nc2ccc(C)cc2)cc1OC
#24 CCn1c(CN2CCN(c3ccc(Cl)cc3)CC2)nc2ccccc21
#25 Cc1ccc(N(Cc2ccccc2)C(=O)c2ccc(F)cc2)cc1
screen / no.,21,22,23,24,25
CF NFkB block,10,-10,-5,8,16
KKLEB tox,9,-13,22,9,-20
TRAIL sens C8,3,28,-10,-6,-15
LMP1 NFkB inh,-6,.,5,18,-4
NR2E3 ag-1,1,1,2,1,.
Shn3 inh set2,-19,-121,16,0,-33
Peg3 promoter,-81,-234,12,17,-97
NR2E3 ag-2,-49,-93,-25,37,-27
iPSC survival up,-1.1,-0.9,0.0,0.8,-0.2
HIF-2a block,-81,-244,-2,3,-163
MITF TRPM1 inh,-2,.,10,42,-28

#26 COc1ccc2[nH]c(=O)c(CN(C(=O)c3ccco3)C3CCCCC3)cc2c1
#27 O=C(O)CNC(=S)NCc1ccccc1
#28 C=CCc1cc(/C=C/c2nc(O)c([N+](=O)[O-])c(=O)[nH]2)cc(OC)c1O
#29 CCCCCCCCn1c2c(c(=N)c3c1CCC3)CCCC2
#30 O=C1Nc2ccccc2C1(O)Cc1ccccn1 (configuration not stated)
screen / no.,26,27,28,29,30
CF NFkB block,-5,-15,0,47,8
KKLEB tox,8,-3,8,-38,-8
TRAIL sens C8,-16,-3,-2,31,2
LMP1 NFkB inh,-2,-3,1,1,2
NR2E3 ag-1,1,-4,4,-1,1
Shn3 inh set2,1,-2,-2,69,2
Peg3 promoter,5,-3,2,42,9
NR2E3 ag-2,1,-11,-6,92*,-12
iPSC survival up,0.8,-0.1,-2.2,-2.1,-0.7
HIF-2a block,2,20,25,11,10
MITF TRPM1 inh,-11,3,-13,77*,-9

#31 NC(N)=N/N=C(\N=Nc1ccccc1)c1cccc2cccnc12
#32 CCOc1ccccc1N1CCN(C(=O)c2ccc(NS(=O)(=O)c3ccc4[nH]c(=O)[nH]c4c3)cc2)CC1
#33 CCn1cc([N+](=O)[O-])c(C(=O)N2N=C(c3cccc4ccccc34)CC2c2ccccc2O)n1 (configuration not stated)
#34 CCCc1ccc(OCc2ccc(C(=O)OC)o2)c(OC)c1
#35 O=Cc1cnc(N2CCOCC2)nc1
screen / no.,31,32,33,34,35
CF NFkB block,-4,8,22,10,9
KKLEB tox,-1,-5,8,-14,4
TRAIL sens C8,-9,6,-6,-1,-7
LMP1 NFkB inh,3,-8,3,-23,6
NR2E3 ag-1,.,2,3,-1,-1
Shn3 inh set2,21,1,-6,-3,3
Peg3 promoter,-12,2,39,-249,0
NR2E3 ag-2,-34,-1,-4,-206,22
iPSC survival up,-4.2,0.3,-1.0,-1.8,2.0
HIF-2a block,17,-6,3,-65,17
MITF TRPM1 inh,3,-9,24,-37,1

Sorted by length of the SMILES (lowest first): part of the list above
#29 CCCCCCCCn1c2c(c(=N)c3c1CCC3)CCCC2
#31 NC(N)=N/N=C(\N=Nc1ccccc1)c1cccc2cccnc12
#33 CCn1cc([N+](=O)[O-])c(C(=O)N2N=C(c3cccc4ccccc34)CC2c2ccccc2O)n1 (configuration not stated)
#32 CCOc1ccccc1N1CCN(C(=O)c2ccc(NS(=O)(=O)c3ccc4[nH]c(=O)[nH]c4c3)cc2)CC1
screen / no.,29,31,33,32
CF NFkB block,47,-4,22,8
KKLEB tox,-38,-1,8,-5
TRAIL sens C8,31,-9,-6,6
LMP1 NFkB inh,1,3,3,-8
NR2E3 ag-1,-1,.,3,2
Shn3 inh set2,69,21,-6,1
Peg3 promoter,42,-12,39,2
NR2E3 ag-2,92*,-34,-4,-1
iPSC survival up,-2.1,-4.2,-1.0,0.3
HIF-2a block,11,17,3,-6
MITF TRPM1 inh,77*,3,24,-9

(next part)
#36 CC(=O)c1ccc(OCc2nnn(CC(=O)NS(=O)(=O)c3ccc(C)cc3)c2-c2ccccc2)cc1
#37 COC(=O)CCNC(=O)c1nn(Cc2ccccc2)c(=O)c2ccccc12
#38 O=C(COC(=O)COc1ccc2c(c1)CCC2)Nc1ccccc1
#39 CCC(CC)c1nnc(NC(=O)CCCN2C(=O)c3ccccc3C2=O)s1
#40 O=C(CSc1nnc2ccccn12)Nc1cccc(-c2nc3ccccc3s2)c1
screen / no.,36,37,38,39,40
CF NFkB block,5,15,-9,20,4
KKLEB tox,-14,6,20,-21,-12
TRAIL sens C8,-4,-2,-5,0,37
LMP1 NFkB inh,.,-4,-12,-7,-11
NR2E3 ag-1,.,-5,1,1,1
Shn3 inh set2,-7,-11,-41,8,-56
Peg3 promoter,0,8,-52,8,-252
NR2E3 ag-2,-25,-2,-32,-17,-128
iPSC survival up,-1.2,1.6,-0.2,-1.5,1.7
HIF-2a block,8,15,-94,3,-191
MITF TRPM1 inh,.,.,-31,-9,-57

#41 Cc1ccccc1NC(=S)NCCSc1ccc(Cl)cc1
#42 CCOc1ccc(OCCn2nnc3ccccc3c2=O)cc1
#43 CCCNC(=O)c1ccccc1NC(=O)Nc1ccccc1C
#44 CCc1ccc[n+](-c2[nH]c(=O)sc2/C=N/NC([S-])=Nc2ccccc2)c1
#45 CC1=C[C@H]2Cc3cc(C)cc(C)c3S(=O)(=O)[C@@H]2C=C1
#46 CCOC(=O)C1(CC2CC2)CCN(Cc2cn[nH]c2-c2ccccc2)CC1
#47 COc1ccccc1CCNC(=O)c1nc(-c2cccs2)no1
screen / no.,41,42,43,44,45,46,47
CF NFkB block,-7,-8,-12,12,13,-9,-8
KKLEB tox,0,-4,0,4,9,-6,3
TRAIL sens C8,-4,-3,-3,-19,-1,3,11
LMP1 NFkB inh,2,-29,0,2,0,-2,-19
NR2E3 ag-1,2,0,-2,-2,2,1,1
Shn3 inh set2,-3,-55,-2,9,-9,7,-11
Peg3 promoter,7,-283,16,6,-6,6,-225
NR2E3 ag-2,7,-123,14,-18,-27,1,-52
iPSC survival up,0.1,0.3,-1.4,1.7,-1.7,-1.7,-0.3
HIF-2a block,-11,-248,6,18,18,23,-243
MITF TRPM1 inh,5,-69,7,5,-1,1,-46

An excerpt. The share of hits here may be higher or lower than overall.
